High-throughput results deposited in PubChem by National Center for Advancing Translational Sciences (NCATS).
NPC1 promoter act: qHTS Assay for NPC1 Promoter Activators. Huh7 NPC1 promoter luciferase reporter, 24 h. Potency, µM (doses to about 9.22 µM), for inactives: top-dose activation, hits mostly activators. 2.4% of 320,000 active. AID 485313, 2010;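 also: potency is read from the fitted curve at half-maximal effect; % of control where 0% means no effect; nearly all actives have a fitted effect of over 60% in size; reporter is driven by a mutant NPC1 promoter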
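NPC1 promoter–luciferase Huh7 cells; 24 h compound; luminescence.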
BRCA1 expr up: qHTS Assay to Identify Small Molecule Activators of BRCA1 Expression | MCF7-BRCA1-FFLuc reporter, luminescence, 48 h; response scale: scaled: vehicle 0%, 10 µM genistein 100% | Potency, µM (doses to about 46.1 µM), for inactives: top-dose activation, hits mostly activators | 1.1% of 380,000 active | AID 624202, 2012; also: potency is read from the fitted curve at half-maximal effect; nearly all actives have a fitted effect of over 80% in size; some results filed as inactive show a strong effect at the top dose
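MCF7-BRCA1-FFLuc cells, 2000/well in phenol-red-free MEM, attached 2 h then treated 48 h at 37 C. Luciferase luminescence read 15 min after reagent; normalized to genistein maximum activation (10microM) and DMSO, concentration-response fitted.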
ELG1 genotoxic: qHTS screen for small molecules that induce genotoxicity in human embryonic kidney (HEK293T) cells expressing luciferase-tagged ELG1. AID 504466, 2011. HEK293T ELG1-luciferase reporter, luminescence, 16 h. 1.3% of 330,000 active. Potency, µM (series often up to 46 µM), inactives show top-dose activity change, positive = activation, actives largely listed as activators; also: potency is read from the fitted curve at half-maximal effect; % of control where 0% means no effect; nearly all actives have a fitted effect of over 60% in size
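Reporter readout depends on ELG1 protein level, which increases with genetic stress. After 16 hr compound exposure at 37 °C, luciferase activity was quantified using ONE-Glo.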
FLuc counter: qHTS profiling assay for firefly luciferase inhibitor/activator using purifed enzyme and Km concentrations of substrates (counterscreen for miR-21 project). Luciferin 4-monooxygenase (Photinus pyralis), P08659. purified FLuc, Km substrates, luminescence inhibition. Potency, µM (titrated, usually from 57.5 µM), inactives show at the top dose activity change, negative = inhibition, hits mostly inhibitors. 6.9% of 360,000 active. AID 588342, 2011;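 also: potency is read from the fitted curve at half-maximal effect; plate controls were vehicle for no effect and reference inhibitor for full effect; nearly all actives have a fitted effect of over 55% in size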
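Purified P. pyralis luciferase (10nM final) with 10uM D-luciferin and 10uM ATP (Km levels) in 50mM Tris acetate pH 7.5, 10mM Mg acetate, 0.01% Tween-20, 0.05% BSA; qHTS 6-point titration, ~60 µM downward; luminescence read.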
Rab9 promoter act: qHTS Assay for Rab9 Promoter Activators; 2.8% of 320,000 active; Potency, µM (titrated, usually from 9.22 µM), inactives show top-dose activation, negative = inhibition, usual class: activators; AID 485297, 2010; Huh7 Rab9 promoter-luciferase reporter, luminescence, 24 h; also: potency is read from the fitted curve at half-maximal effect; % of control where 0% means no effect; nearly all actives have a fitted effect of over 60% in size
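Measured in stably transfected Huh7 cells bearing a Rab9 promoter–luciferase construct: 24 h compound treatment at 37 °C, followed by luminescence detection.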
Gal4-VP16 FLuc: VP16 counterscreen qHTS for inhibitors of ROR gamma transcriptional activity. 3.5% of 310,000 active. Potency, µM (series often up to 53.6 µM), without a hit: at the top dose activity, negative = inhibition, actives largely listed as inhibitors. Drosophila S2 Gal4-VP16 UAS-luciferase, luminescence, 20 h;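 also: Gal4-VP16 expression switched on by copper sulfate through the metallothionein promoter; potency is read from the fitted curve at half-maximal effect; % is scaled to controls: 0 for no effect and ±100 for the full control effect; nearly all actives have a fitted effect of over 50% in size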
Menin-MLL TR inh: qHTS Assay for Inhibitors Targeting the Menin-MLL Interaction in MLL Related Leukemias: Competition With Texas Red Labeled MLL-derived Mutant Peptide | O00255 | Menin + Texas Red MLL mutant peptide, fluorescence polarization | Potency, µM (series often up to 61.6 µM), for inactives: at the top dose FP activity change, negative = inhibition, hits mostly inhibitors | 0.23% of 270,000 active | AID 1768, 2009; active = well fitted inhibition curve with a large enough effect in the polarisation, with a control signal flat, not every such curve was filed as active; inconclusive = small, poorly fitted or top-dose-only effect, or effect the other way, or a change in a side signal; inactive = no such curve, though single readings can be large or run the other way; the % refers to the polarisation; also: potency is read from the fitted curve at half-maximal effect; % of control where 0% means no effect; many of its hits are not listed in these tables
p53 reactivation: qHTS assay for re-activators of p53 using a Luc reporter; Potency, µM (titrated, usually from 92.2 µM), for the others: at the highest dose activity change, positive = activation, usual class: activators; 0.063% of 320,000 active; H1299 p53-A138V BP100-luciferase reporter, luminescence, 24 h; AID 504706, 2011; also: potency is read from the fitted curve at half-maximal effect; % of control where 0% means no effect; nearly all actives have a fitted effect of over 45% in size
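H1299 (p53-null), stable ts p53-A138V + BP100-Luc; 1000 cells/well, Opti-MEM/10% FBS; cpd 4 pt, 1:5; 24 h, 37 deg C, 5% CO2; detection reagent 10 min RT; luminescence.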
RORgamma inh: qHTS for inhibitors of ROR gamma transcriptional activity | Nuclear receptor ROR-gamma (Mus musculus), P51450 | Drosophila S2 Gal4-RORgamma UAS-luciferase reporter, 20 h | Potency, µM (doses to about 53.6 µM), for inactives: at the top dose activity change, negative = inhibition, hits mostly inhibitors | 5.4% of 310,000 active | AID 2551, 2010; also: potency is read from the fitted curve at half-maximal effect; % is scaled to controls: 0 for no effect and ±100 for the full control effect; nearly all actives have a fitted effect of over 60% in size
Target sequence (P51450 whole entry, looked up, the tested form may be a part): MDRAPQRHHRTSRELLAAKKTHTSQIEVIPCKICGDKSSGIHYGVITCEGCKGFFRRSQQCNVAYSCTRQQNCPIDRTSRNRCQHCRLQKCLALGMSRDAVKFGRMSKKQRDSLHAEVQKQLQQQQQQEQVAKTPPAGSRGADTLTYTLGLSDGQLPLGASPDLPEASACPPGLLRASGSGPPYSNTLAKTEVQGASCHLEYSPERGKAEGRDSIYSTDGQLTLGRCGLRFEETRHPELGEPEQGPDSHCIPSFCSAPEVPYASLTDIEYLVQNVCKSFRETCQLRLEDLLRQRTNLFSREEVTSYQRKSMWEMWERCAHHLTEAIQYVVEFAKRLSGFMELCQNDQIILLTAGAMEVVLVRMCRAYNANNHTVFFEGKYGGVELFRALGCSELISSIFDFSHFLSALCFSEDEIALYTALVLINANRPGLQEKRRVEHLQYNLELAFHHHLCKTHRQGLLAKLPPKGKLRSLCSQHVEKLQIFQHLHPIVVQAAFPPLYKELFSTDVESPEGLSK
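Stably transfected Drosophila Schneider cells are the test system, with ROR gamma fused to Gal4 and luciferase under UAS control; luminescence is read after 20 hr of 700 uM copper sulfate induction at ambient temperature.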
PKM2 act: qHTS Assay for Activators of Human Muscle isoform 2 Pyruvate Kinase; Pyruvate kinase PKM (Homo sapiens), P14618; purified PKM2, Kinase-Glo ATP luminescence, activation; response scale: 0% is enzyme alone, no compound; Potency, µM (series often up to 57.5 µM), without a hit: at the highest dose activation, hits mostly activators; 0.34% of 260,000 active; also: potency is read from the fitted curve at half-maximal effect; % is scaled to controls: 0 for no effect and ±100 for the full control effect; nearly all actives have a fitted effect of over 55% in size
Target sequence (P14618 whole entry, looked up, canonical isoform): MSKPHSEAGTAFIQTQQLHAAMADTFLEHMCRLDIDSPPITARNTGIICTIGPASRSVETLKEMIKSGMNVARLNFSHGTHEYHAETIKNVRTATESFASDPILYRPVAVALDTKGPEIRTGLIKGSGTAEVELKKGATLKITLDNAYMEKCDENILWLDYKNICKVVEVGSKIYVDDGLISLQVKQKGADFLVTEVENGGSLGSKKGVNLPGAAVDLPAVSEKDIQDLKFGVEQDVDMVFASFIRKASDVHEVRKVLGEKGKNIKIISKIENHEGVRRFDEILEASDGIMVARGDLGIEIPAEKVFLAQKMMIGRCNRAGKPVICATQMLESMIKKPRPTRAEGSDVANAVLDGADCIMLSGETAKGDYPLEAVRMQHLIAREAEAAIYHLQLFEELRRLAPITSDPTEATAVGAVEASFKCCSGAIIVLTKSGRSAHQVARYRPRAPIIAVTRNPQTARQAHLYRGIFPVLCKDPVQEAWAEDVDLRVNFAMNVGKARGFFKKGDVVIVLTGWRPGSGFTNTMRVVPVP
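hPK-M2, >95% pure; 0.1 mM ADP / 0.5 mM PEP final; imidazole pH7.2 buffer w/ 7 mM MgCl2, 50 mM KCl; 1 h RT; Kinase-Glo lum. Intermediate enzyme activity for dual inhibitor/activator qHTS.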
Giardia killer: Small Molecules that selectively kill Giardia lamblia: qHTS; Giardia lamblia trophozoite viability; activity change, % at 7.66 µM, hits read low; 0.15% of 340,000 active; AID 540267, 2011; in the data active = activity change below about -80%; inconclusive = between about -30% and that limit;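 also: parasites exposed to compound for two days anaerobically before the ATP read; % is scaled to controls: 0 for no effect and ±100 for the full control effect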
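Compounds were tested on trophozoites seeded at 100 cells/well and held 48 hrs at 37 deg C anaerobically. An ATP-based luminescent kit measured the remaining live cells.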
* hit, by the source's call; ? = inconclusive; . = not tested or not shown; & = joins results of further samples; [ ] = another dose, or the depositor's remark. Unless noted, calls follow the shape of the dose curve; as a rule, active = well fitted curve in the direction sought with a large enough effect; inconclusive = small, poorly fitted or top-dose-only effect, or another doubt; inactive = no such curve, though single readings can be large; an effect the other way counts as inactive or inconclusive. The list is partial (hit frequency here may not be typical).

SMILES	NPC1 promoter act	BRCA1 expr up	ELG1 genotoxic	FLuc counter	Rab9 promoter act	Gal4-VP16 FLuc	Menin-MLL TR inh	p53 reactivation	RORgamma inh	PKM2 act	Giardia killer
Cc1cc(N2CCN(C)CC2)nc2ccc(NC(=S)N3CCN(c4ccc(F)cc4)CC3)cc12	-8%	4%	-3%	0%	-10%	-1%[10 µM]	-12%	?	?	-3%	-85*
N#Cc1ccc(C(=O)N2CCN(c3ncccn3)CC2)cc1	-3%	5%	-1%	-1%	1%[1.84 µM]	-6%	-3%	-2%	12%	.	0
O=C1CC(NCC2CCCO2)C(=O)N1c1ccc(Cl)cc1 (centres undefined)	-2%	23%	-3%	0%	0%	-7%	-5%	11%	?	0%	-8
Cc1ccc(CNC(=O)C2CCC(CNc3nc(=S)[nH]c4ccccc34)CC2)cc1 (centres undefined)	-6%	-36%	10%	1%	-2%	-3%	-5%	0%	-36%	-1%	-2
CCOC(=O)Cn1c(=NC(=O)C(C)C)sc2c(C)cc(C)cc21	7%	14%	-6%	?	-1%	-7%	.	2%	21%	-10%	0
COc1ccc(CNC(=O)COc2cc3c(c4oc(=O)cc(C)c24)CCC(C)(C)O3)cc1	-2%	-3%	0%	-1%	-3%	-6%	-7%	.	21%	3%	-3
CC(C)Cn1nc(NS(=O)(=O)c2cccc3nonc23)c2cc3ccccc3nc21	-3%	-26%	-3%	?	-4%	0%	.	-2%	?	.	-7
Nc1c(Br)c(=O)[nH]c(=O)n1-c1ccc(F)cc1	-3%	-2%	0%	-1%	0%	-8%	-5%	1%	-38%	.	-17
Cc1ccc(C(=O)N2CCCCCC2)cc1S(=O)(=O)Nc1ccccc1	1%	-4%	-5%	1%	-6%	-6%	.	1%	0%	0%	6
O=C(CN1CCC(NC(=O)C2CC2)CC1)Nc1cccc(F)c1	4%	-12%	-5%	0%	-2%	-11%	-1%	1%	41%	0%	-1
Cc1ccc(CO/N=C/C2=C(Cl)c3ccccc3CC2)cc1	.	32%	.	-19%	.	13%	3%	.	29%	1%	-10
COc1ccc(C)cc1S(=O)(=O)N(CC(=O)Nc1ccc2c(c1)OCCO2)Cc1ccccc1	-1%	8%	-8%	-4%	-1%	3%	4%	3%	8%	0%	4
CC1CCC(n2c(=S)[nH]c3ccccc3c2=O)CC1 (centres undefined)	6%	13%	4%	4%	4%	1µM*	?	9%	0.2µM*	2%	2
CCC(=O)NC1(C(F)(F)F)C(=O)NC(C)=C1C#N (centres undefined)	1%	-7%	-1%	1%	2%	-6%	4%	-3%	?	-4%	-3
Cc1ccc(NC(=O)CS(=O)CC(=O)N(C2CCCC2)C(C)C(=O)NC2CCCCC2)cc1 (centres undefined)	-5%	-21%	-4%	-2%	-2%	-10%	-10%	-20%	17%	-18%	11
COc1ccc(C(=O)N2CCN(Cc3nc(CC4CC4)no3)CC2)cc1	0%	3%	-4%	-1%	-11%	5%	1%	1%	25%	-1%	0
CCCN1CCN(CCCNC(=O)CCn2nc(-c3ccccc3)ccc2=O)CC1	3%	0%	-13%	-2%	2%	2%[10 µM]	6%	3%	-9%	-3%	4
CCOc1ccc(-c2noc(-c3cccnc3)n2)cc1OCC	10%	32%	-1%	-15%	1%	0%	.	4%	19%	5%	-9
O=C1CN(C(=O)COC(=O)c2cnc(Cl)c(Cl)c2)c2ccccc2N1	0%	-18%	1%	0%	1%	-6%	13%	2%	0%	0%	-24
CCOc1ccc(C(=O)NCC(=O)Nc2ccc3c(c2)OCO3)cc1OCC	-4%	29%	6%	?	0%	.	.	11%	.	.	13
CSc1cc(C)nc(NC(C)=O)n1	2%	-11%	0%	0%	0%	1%	.	2%	-19%	-4%	-1
O=C(CSc1nnc2ccc(-c3cccnc3)nn12)Nc1ccccc1	0%	-40%	3%	4%	-8%	.	.	-2%	.	.	-5
CCc1ccc(N(CC(=O)NCc2ccco2)C(=O)CCC(=O)Nc2nccs2)cc1	-4%	0%	-1%	1%	-5%	6%	-19%	5%	?	6%	6
CC1CCC(NS(=O)(=O)c2ccc(Cl)nc2)CC1 (centres undefined)	9%	54%	-2%	-8%	22%	.	.	10%	.	.	3
CC(C)c1ccc(C(=O)Nc2nnc(S(=O)(=O)N3CCCCC3)s2)cc1	-4%	0%	-4%	?	-2%	-10%	.	-1%	-23%	.	-2
O=C1NC(=S)S/C1=C/c1ccc(N2CCOCC2)o1	11%	30%	15%	9.5µM*	11%	?	?	?	1%	-55%	-15
Cc1ccc(Cn2cc(-c3ccccc3)nn2)cc1	?	?	?	?	?	5%	2%	20%	13%	-7%	6
Cc1nn(C)c(C)c1CN(C)C(=O)CCCC(=O)O	-3%	6%	-1%	0%	-2%	4%	8%	4%	-36%	2%	-5
CS(=O)(=O)N1CCC(C(=O)Nc2ccc(Oc3ccccc3)cc2)CC1	-3%	-33%	-9%	2%	-8%	-1%	-22%	-20%	31%	-4%	-12
CCNC(=S)N1CCN(Cc2ccccc2)CC1	-6%	0%	-4%	-1%	0%	2%	-10%	-1%	-8%	-5%	6
CN1C2CCC1/C(=C\c1ccccc1F)C(=O)/C2=C/c1ccccc1F	6%	-66%	1%	0%	2%	11%	-5%	9%	-29%	9%	4
CCC1=C(OC(=O)N(CC)CC)N2C(=O)OC(=NCC3CC3)[C@]2(Cc2ccccc2)[C@H]2C1=CC[C@H]1C(=O)NC(=O)[C@H]12	-41%[inhibitor]	-19%	-4%	1%	-6%	1%&-2%	-1%	-4%	29%&-1%	3%&-14%	-3
CCOC(=O)Cc1c(C)[nH]c(=S)[nH]c1=O	7%	-5%	-3%	-1%	2%	-8%	4%	-13%	-24%	-8%	-6
O=C(CCCOc1ccc(Cl)cc1)Nc1nncs1	-4%	1%	3%	-2%	4%	4%	-8%	-18%	21%	-2%	-10
COC(=O)C1=C(C)N(C2CCCCC2)C(=O)C1	-3%	2%	0%	7%	-3%	13%	2%	2%	-26%	2%	5
Cc1ccnc2nc(C(=O)OCC(=O)Nc3ccc4c(c3)OC(F)(F)O4)nn12	0%	-3%	1%	2%	18%	-5%	18%	-12%	2%	0%	1
CC(C(=O)N1CCCCC1)N1CCN(S(=O)(=O)c2ccc(Cl)cc2)CC1 (centres undefined)	-2%	4%	2%	0%	-6%	.	.	?	.	.	4
CCOc1ccc2nc(-c3cc(NC(C)=O)ccc3O)sc2c1	?	76%	?	-18%	-9%	-5%	16%	6%	21%	2%	22
Cc1ccc(-c2nc3cccnc3o2)cc1NC(=O)COc1ccc(C(C)(C)C)cc1	-3%	-57%	-23%	?	-3%	?	?	-1%	6%	7%	2
CCOC(=O)C1=C(C)N=c2s/c(=C3\C(=O)Nc4ccccc43)c(=O)n2C1c1ccc2c(c1)OCO2 (centres undefined)	2%	-1%	0%	?	-5%	-3%[0.365 µM]	?	9%	28%	18%	2
NC(=O)C[n+]1ccc(/C=N/O)cc1	-6%	21%	2%	-2%	1%	-16%	-10%	2%	14%	0%	-1
C=CCNCCOCCOc1ccc(C)cc1[N+](=O)[O-]	2%	0%	-1%	-1%	0%	-14%	-17%	-3%	-19%	-5%	8
Cc1cccc(NC(=O)CSc2cccc3cccnc23)c1	-6%	-24%	4%	-14%	0%	?	3%	-37%[inhibitor]	?	2%	-25
COc1ccc(S(=O)(=O)Nc2nc3ccccc3s2)cc1	2%	0%	1%	-1%	-10%	1%	.	-5%	0%	15%	6
COc1cc2c(cc1OC)C1=C(C#N)CN(C3CCCCC3)CN1CC2	1%	-18%	-4%	2%	-3%	4%	0%[11.7 µM]	-1%	6%	10%	?
COc1ccc(Cl)cc1NC(=O)C1CCCN(S(C)(=O)=O)C1 (centres undefined)	-3%	-2%	-4%	0%	-4%	6%	8%	-2%	3%	-5%[11.5 µM]	8
CCN(CC)C(=O)c1ccc(CS(=O)(=O)Cc2ccccc2)cc1	-1%	5%	-4%	3%	3%	7%	-18%	10%	32%	0%	-29
